TIM10 inh: growth inhibitors of TIM10 yeast strain; S. cerevisiae TIM10 strain growth, BacTiter-Glo luminescence, 24 h; inhibition, % at 10 µM; 330,000 compounds, 1.4% hits;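 active = inhibition of 40% or more at the single tested concentration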;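 also: wild-type TIM10 isogenic control strain grown at permissive 25 °C; 0% = DMSO yeast wells and 100% = minimal medium wells without yeast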
UPR CHOP act: activators of apoptotic arm of unfolded protein response (CHOP); CHO-CHOP luciferase reporter, UPR activation, luminescence; percent of tunicamycin response over DMSO baseline; activation, % at 10 µM; 330,000 compounds, 0.34% hits;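 active = at 10 µM dose, activation of 40% or more, normalized to positive control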;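 also: 100% = tunicamycin at 10 µg/mL and 0% = DMSO alone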
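System: CHO-CHOP luciferase reporter cell line | Buffer or medium: F12 medium containing 10% fetal bovine serum | Doses: One dose, 10 µM in 0.5% DMSO | Times: 6 h compound exposure at 37 °C after overnight seeding | Signal: Luciferase luminescence | Read-out: % activation vs tunicamycin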
GRIN3A LBD mod: modulates the human NR3A ligand-binding domain; NR3A LBD differential scanning fluorimetry, Tm shift; 0% = protein alone, 100% = glycine-bound protein; Tm shift relative to glycine control, % at 25 µM; 340,000 compounds, 2.5% hits; AID 1259313;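 active = melting temperature shift of at least 10% of the positive control shift, at one fixed dose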
NLRP3 yeast inh: blocks the NALP3 inflammasome reconstituted in yeast. Yeast reconstituted NLRP3/ASC/caspase-1, beta-gal luminescence, 24 h. inhibition, % at 10 µM. 330,000 compounds, 0.39% hits. AID 2825;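 active = inhibition of 50% or more; inactive = inhibition below 50%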;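 also: plate controls were induced DMSO wells for no effect and uninduced yeast grown without galactose for full effect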
APJ ag: activates the human apelin receptor APJ | CHO-K1 APJ PathHunter beta-arrestin, luminescence; 0% DMSO wells, 100% apelin | activation, % at 20 µM | 330,000 compounds, 0.11% hits | P35414;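 active = activation more than six SD over the plate average, tested at 20 µM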;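 also: 0% = DMSO alone and 100% = apelin-13 at 10 nM; some results filed as inactive read as strong as hits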
Target sequence (P35414 whole entry, looked up): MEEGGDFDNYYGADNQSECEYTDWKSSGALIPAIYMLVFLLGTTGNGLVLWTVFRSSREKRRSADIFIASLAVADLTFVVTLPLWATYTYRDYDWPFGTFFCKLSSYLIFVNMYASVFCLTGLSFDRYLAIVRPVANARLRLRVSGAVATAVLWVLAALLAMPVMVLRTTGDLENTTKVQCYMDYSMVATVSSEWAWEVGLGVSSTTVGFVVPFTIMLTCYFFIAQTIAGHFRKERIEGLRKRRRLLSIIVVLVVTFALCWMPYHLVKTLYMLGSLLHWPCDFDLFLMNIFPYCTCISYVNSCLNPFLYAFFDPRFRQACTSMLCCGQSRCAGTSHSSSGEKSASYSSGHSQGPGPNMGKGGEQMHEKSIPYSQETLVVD
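system = engineered CHO-K1 APJ arrestin reporter cells | input = 1000 cells per well | timing = overnight seeding, 90 min compound at 25 °C, 1 h detection | measured by = enzyme-fragment complementation luminescence | read-out = beta-arrestin recruitment to APJ as agonist activity, luminescent signal | control set = negative DMSO alone, positive Apelin-13 at 10 nM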
tim10-1 inh: inhibits growth of tim10-1 mutant yeast | S. cerevisiae tim10-1 ts strain growth, BacTiter-Glo, 24 h | inhibition, % at 20 µM | 330,000 compounds, 2.2% hits | AID 463190;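 active = inhibition of at least 40%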;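 also: mutant grown at 25 °C; 0% = DMSO wells with yeast and 100% = wells holding no yeast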
Mdm2 MdmX PPI: human Mdm2/MdmX binding inhibition | O15151+Q00987 | SaOS-2 split-luciferase Mdm2/MdmX complementation, luminescence | inhibition, % at 8 µM | 330,000 compounds, 3% hits | AID 485346;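 active = inhibition of at least 50% at 8 µM in the primary screen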
UPR XBP1 act: adaptive UPR (XBP1) activation | activation, % at 20 µM | 330,000 compounds, 0.33% hits | CHO-XBP1 luciferase reporter, IRE1-XBP1 UPR activation, luminescence; percent of tunicamycin response, DMSO as zero;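 active = versus positive control, 20 µM dose yields 30% or more activation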;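 also: 100% = tunicamycin at 10 µg/mL and 0% = DMSO only wells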
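incubation = overnight seeding at 37 °C, 6 h compound treatment at 37 °C | assay system = CHO-XBP1 cells stably carrying IRE1-XBP1-driven luciferase reporter | input = 1000 cells per well | detection = luciferase luminescence | dosing = single point, 20 µM final compound, 1% DMSO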
tim23-1 inh: growth inhibitors of tim23-1 mutant yeast; inhibition, % at 20 µM; S. cerevisiae tim23-1 growth, BacTiter-Glo luminescence, 24 h; 330,000 compounds, 1.3% hits;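 active = growth inhibition of the mutant yeast at or above 50%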;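 also: temperature-sensitive mutant grown at 25 °C; plate controls were DMSO-treated mutant yeast for no effect and medium wells lacking yeast for full effect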
An asterisk follows results filed as active; x = no result given.

SMILES	TIM10 inh	UPR CHOP act	GRIN3A LBD mod	NLRP3 yeast inh	APJ ag	tim10-1 inh	Mdm2 MdmX PPI	UPR XBP1 act	tim23-1 inh
O=C(CN1CCNC(=O)C1)NCCc1ccc(Cl)cc1Cl	0	-2.0	0	-2	0	7	18	-2	-1
O=C1c2ccccc2S(=O)(=O)c2cc(C(=O)N3CCC(N4CCCC4)CC3)ccc21	-11	3.3	3	8	15	0	-39	-2	5
COCc1cc(=O)n2[nH]c(C)cc2n1	7	-0.2	1	24	-3	8	12	-3	8
O=C(/C=C/c1cccc(Cl)c1)OCc1cn2cc(Cl)ccc2n1	20	-0.8	0	6	-3	43*	-4	-4	28
Cc1[nH]c2ccc(F)cc2c1CCNC(=O)C1CCCCC1C(=O)OCC(F)(F)F (stereo not given)	4	1.9	-3	-11	-5	35	-3	1	24
O=C(CN1N=C(c2ccc(Cl)cc2)CCC1=O)NCc1cccs1	-19	-0.3	x	1	-1	31	8	-2	9
COc1ccc(CCN(C)Cc2cccc3ccccc23)cc1OC	-6	0.7	-1	2	-6	1	17	-5	7
CCOc1ncccc1C(=O)OC(C)C(=O)NC1CCCCC1 (stereo not given)	-12	1.6	-1	7	15	2	11	3	5
O=C(O)c1ccc(-c2ccc(O)c(F)c2)cc1	0	1.5	1	-4	-2	-12	16	0	-2
CCOC(=O)C1C(=O)NCC1c1ccccc1 (stereo not given)	7	-2.1	-14	6	-2	21	32	1	7
CCCC(=O)N1CC(=O)Nc2ccc(F)cc2C1c1ccccc1 (stereo not given)	6	2.0	0	13	1	13	-23	1	16
Cc1cc(O)c(-c2ccno2)cc1Cl	-10	1.5	-1	10	-4	-26	15	-1	-23
Cc1nnc(SCC(=O)NCc2ccccc2Cl)n(N)c1=O	9	1.3	-7	8	0	7	-4	0	6
Cc1ccc(N(CC(O)CN2C(=O)NC(C)(C)C2=O)S(=O)(=O)c2ccc([N+](=O)[O-])cc2)cc1 (stereo not given)	6	-0.4	-4	13	9	-14	-17	-4	12
Cc1nn(C)cc1/C=N/NC(=O)C(C)(C)Oc1ccc(Cl)cc1	-5	0.3	0	6	-4	13	20	-1	2
O=C(CSc1nnc2ccccn12)NC(=O)NC1CCCC1	-11	-1.2	-1	0	-3	-31	-1	-3	-9
COC(=O)Cn1cc(C#N)c2ccccc21	10	0.4	1	-8	-2	10	-18	-3	-2
O=C1CN(C(=O)c2cc3ccccc3oc2=O)C(c2ccc(F)cc2)c2cc(Br)ccc2N1 (stereo not given)	-1	0.6	-1	-1	-2	26	9	-2	9
CO/N=C/c1ccc(N2CCCC2)c([N+](=O)[O-])c1	16	3.6	2	26	-6	16	11	6	1
CCN1CC(c2ccccc2)C(c2ccc(Cl)cc2)=N1 (stereo not given)	-9	0.1	12*	-26	-2	31	16	-1	21
Cc1cc2c(c(=O)n1CCN(C)C)C(c1ccncc1)C(C#N)=C(N)O2 (stereo not given)	5	-1.3	4	2	-5	11	-2	-4	3
Cn1c(=O)c2c(SCC(=O)NC3CCCC3)nc(CC(C)(C)C)nc2n(C)c1=O	16	-1.1	-1	14	1	2	19	-8	20
CC(=O)Nc1ccc(S(=O)(=O)NCc2ccc(C(=O)NCc3ccc4c(c3)OCO4)cc2)cc1	-1	-0.5	1	2	1	14	20	-3	11
O=C(Nc1nc2c(F)cc(F)cc2s1)c1ccccn1	21	83*	-2	-6	-8	25	25	-2	-26
CCCNC(=O)c1ccccc1NC(=O)C1COc2ccccc2O1 (stereo not given)	31	1.2	0	11	-2	27	1	1	2
Cc1ccc(NC(=O)C2CCN(S(=O)(=O)c3ccc4c(c3)NC(=O)CO4)CC2)cc1C	1	1.0	-4	10	4	2	19	-8	2
O=C(NCCCn1ccnc1)c1ccc(Br)o1	14	1.7	-5	8	0	10	12	0	8
CCC1(c2ccc(Cl)cc2)NC(=O)N(CC(=O)NCc2ccc(F)cc2)C1=O (stereo not given)	-11	0.2	-1	20	0	2	24	18	0
CN1/C(=C\C(=O)c2cccs2)C(C)(C)c2ccccc21	-2	2.7	-1	14	2	27	-36	0	33
COc1ccc(N(CC(=O)NC2CCCC2)C(=O)Cn2nnc(-c3ccc(C)cc3)n2)cc1	14	-0.5	-2	-7	-4	13	-8	1	18
CCOC(=O)N1CCc2c(sc3nc(SC(C)C)n(N)c(=O)c23)C1	-9	1.8	-4	-1	2	-47	20	-1	18
CCc1cccc(C)c1NC(=O)C1CCCN1C(=O)NCc1ccccc1 (stereo not given)	-14	1.4	0	3	1	9	9	-5	-5
Cc1ccc(Nc2nc(N)c([N+](=O)[O-])c(NCc3ccco3)n2)cc1C	6	5.3	-1	26	-3	11	-3	3	26
CC1=NN(C(=O)c2c(Br)c(C)nn2C)C(O)(C(F)(F)F)C1 (stereo not given)	6	3.5	-6	19	0	-4	2	-2	16
CCOc1ccc2nc(N3CCC(C(=O)N4CCN(C(=O)c5ccco5)CC4)CC3)sc2c1	24	2.8	0	21	0	20	20	-1	7
CCOc1ccc(-c2[nH]ncc2Oc2cccc(OC)c2)c(O)c1	-6	-0.8	6	9	-4	38	36	-4	16
O=C(c1cc(-c2ccc(O)cc2)on1)N1CCOCC1	-6	1.7	-3	24	1	10	-65	-5	13
COc1ccc2o/c(=N\O)c(C(=O)Nc3ccccc3OC)cc2c1	-1	5.1	-14	14	5	6	39	2	7
COc1cc2c(cc1OC)C(c1ccsc1)CC(=O)N2 (stereo not given)	8	-1.2	-5	12	-2	5	15	1	9
[O-]/C(=C(\C(=S)Nc1cccc2ccccc12)[n+]1ccccc1)c1cccs1	21	-0.3	-4	6	-3	27	6	4	32
CCOC(=O)c1c(NC(=O)Nc2ccc(Cl)cc2)sc(C)c1C	1	0.8	1	13	4	11	38	1	4
O=C(Nc1ccc(F)cc1F)c1cccc(C(=O)Nc2ccc(F)cc2F)n1	-9	17	-1	11	0	-7	95*	16	-9
COC(CNC(=O)c1cc(S(=O)(=O)N2CCc3ccccc32)ccc1F)OC	15	0.4	2	-3	-1	8	-3	-4	11
CCCc1cc(C(=O)NC(C)C2CCCO2)cs1 (stereo not given)	6	0.3	1	26	12	11	16	-5	13
O=C(c1ccccc1)N1CCSC1=S	5	-2.6	0	-11	5	18	-3	-1	37
O=C(O/N=C\c1ccc(N2CCOCC2)c([N+](=O)[O-])c1)c1ccc(F)cc1	-15	-0.3	2	8	0	18	4	0	6
Cc1c(Cl)cccc1NC(=O)CSc1nnc(C)n1-c1ccccc1	28	-0.3	-3	11	-2	31	-9	-1	18
COc1ccc(N2C(=O)C3CCCN3C2c2ccccc2Cl)cc1 (stereo not given)	4	3.6	-1	4	-5	12	7	0	21
O=C(C1COc2ccccc2O1)N1CCN(c2ccc(F)cc2)CC1 (stereo not given)	15	-0.7	1	-4	2	10	7	-4	7
Cc1cc(C)n2c(SCC(=O)NC3CCCC(C)C3C)nnc2n1 (stereo not given)	6	-0.5	2	10	-2	5	4	-2	7

The list goes on; it opens with the 2 that closed the last part.
SMILES	TIM10 inh	UPR CHOP act	GRIN3A LBD mod	NLRP3 yeast inh	APJ ag	tim10-1 inh	Mdm2 MdmX PPI	UPR XBP1 act	tim23-1 inh
O=C(C1COc2ccccc2O1)N1CCN(c2ccc(F)cc2)CC1 (stereo not given)	15	-0.7	1	-4	2	10	7	-4	7
Cc1cc(C)n2c(SCC(=O)NC3CCCC(C)C3C)nnc2n1 (stereo not given)	6	-0.5	2	10	-2	5	4	-2	7
Nc1nc(-c2ccc(-n3nncc3-c3ccco3)cc2)cs1	15	0.6	-6	-23	-2	14	11	-2	30
Cn1c(=O)c2c(nc(CN3CCN(c4ccccc4)CC3)n2CCCc2ccccc2)n(C)c1=O	17	-0.9	2	11	0	43*	6	3	27
O=C(Nc1cc(Cl)ccc1-n1cncn1)c1ccc(Br)o1	0	-1.1	1	16	-5	5	39	-1	-1
CCOc1ccccc1NC(=O)C(=O)NCCC1=CCCCC1	8	-0.8	2	9	-1	24	14	-1	10
CCOc1ccc(C2c3c(oc4ccccc4c3=O)C(=O)N2CCCN2CCOCC2)cc1 (stereo not given)	1	-0.8	0	7	-2	14	3	-4	6
CC(C)(C)c1nc2ccc(NS(=O)(=O)c3ccc(F)c(F)c3F)cc2[nH]1	5	2.7	-1	4	4	-20	-28	9	-81
Cc1cc(C)n2cc(CSc3nc4ccccc4s3)nc2n1	13	5.5	1	1	-1	26	-59	3	16
COc1ccccc1CNC(=O)COC(=O)c1nccnc1N	-7	-1.8	-3	5	-4	-2	7	1	-9
O=S(=O)(c1ccc2c(c1)OCO2)N1CCN(c2nnnn2-c2ccccc2)CC1	5	-2.2	1	-1	-3	12	19	-2	12
CC(Oc1cccc(Br)c1)C(=O)Nc1cccc(S(=O)(=O)N2CCOCC2)c1 (stereo not given)	22	1.7	-6	13	-1	24	-4	-3	27
C=CCNC(=O)C1CCN(S(=O)(=O)c2ccc(Br)cc2)CC1	3	0.8	1	16	-2	8	28	-8	9
Cn1nc(C(F)(F)F)c2cc(C(=O)NC3CC3)sc21	-7	2.1	-1	24	0	-13	-6	4	3
O=C(c1cc(F)ccc1F)C1CCCN(C(=O)CCc2cnccn2)C1 (stereo not given)	10	-1.1	0	-1	-2	5	8	-2	9
COc1cccc(NC(=S)NC(=O)Cc2ccc(Cl)cc2)c1	22	0.8	-5	23	2	15	28	-1	32
CCOc1cc(-c2nc(-c3cc(OC)c(OC)c(OC)c3)no2)cc(OCC)c1OCC	5	0.0	x	22	-2	13	29	0	8
O=C(CSc1nc(Nc2ccccc2)nc(N2CCOCC2)n1)Nc1ccc(Br)cc1F	-8	2.4	6	18	9	-6	49	2	8
O=C(NCc1cccs1)C(NS(=O)(=O)c1cccc2nsnc12)c1ccccc1 (stereo not given)	12	3.6	-2	1	-2	19	-3	0	14
CCOC(=O)C1=C(CSc2nc(-c3ccccc3)ccc2C#N)OC(N)=C(C#N)C1c1cccnc1 (stereo not given)	16	8.5	-5	6	-1	35	-29	-6	25
c1ccc(-c2ccccc2OCCCN2CCCCC2)cc1	-18	0.8	-2	1	0	8	-19	-1	13
CCOc1ccc(Nc2nc(N)nc(CSC(=S)N3CCOCC3)n2)cc1	8	1.4	0	4	0	9	15	-2	15
Cc1ccc(S(=O)(=O)CC(=O)N2CCN(c3ccc([N+](=O)[O-])cc3)CC2)cc1	-2	-1.3	-1	8	9	18	0	-4	14
Cc1noc(C)c1C(=O)N1CCN(CCc2ccccc2)CC1	-4	0.0	-2	8	-2	8	1	-2	-17

Molecules shown so far that have an NH in an aromatic ring, in the order listed:
SMILES	TIM10 inh	UPR CHOP act	GRIN3A LBD mod	NLRP3 yeast inh	APJ ag	tim10-1 inh	Mdm2 MdmX PPI	UPR XBP1 act	tim23-1 inh
COCc1cc(=O)n2[nH]c(C)cc2n1	7	-0.2	1	24	-3	8	12	-3	8
Cc1[nH]c2ccc(F)cc2c1CCNC(=O)C1CCCCC1C(=O)OCC(F)(F)F (stereo not given)	4	1.9	-3	-11	-5	35	-3	1	24
CCOc1ccc(-c2[nH]ncc2Oc2cccc(OC)c2)c(O)c1	-6	-0.8	6	9	-4	38	36	-4	16
CC(C)(C)c1nc2ccc(NS(=O)(=O)c3ccc(F)c(F)c3F)cc2[nH]1	5	2.7	-1	4	4	-20	-28	9	-81
